# From PubChem
# RGS4-Gao reg: modulators of RGS4 binding to Galphao, primary screen, biochemical, multiplexed bead flow cytometry; Guanine nucleotide-binding protein G(o) subunit alpha (Homo sapiens), P09471; actives lie on both sides; binding response (% of control), % at 10 µM; 220,000 compounds, 0.33% hits; AID 1415, 2008; in the data active means binding response below about 49% or above about 150%; inactive means in between;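 further: fluorescent Galphao activated with aluminum fluoride binding bead-coupled RGS4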
# ABCG2 block: ABCG2 efflux pump inhibitors, primary screen, multiplex with ABCB1, IgMXP3 cells, flow cytometry; JC-1 efflux; inhibition, % at 6.6 µM; 190,000 compounds, 0.1% hits; AID 1325, 2008;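 active means inhibition above 80%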;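 further: 0% = DMSO and 100% = nicardipine control wells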
#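 Test system: IgMXP3 (ABCG2) plus far-red-tagged CCRF-Adr (ABCB1) cells. Reagent: JC-1 dye as substrate. Timing: 10 min exposure at 25 °C with rotation, no wash. Measured by: flow cytometric JC-1 green MFI at 530 nm. Read-out: percent efflux inhibition, scaled nicardipine 100% to DMSO 0%. Control set: nicardipine and DMSO wells.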
# RGS8-Gao: RGS8-Galphao binding modulators, primary screen, biochemical, multiplexed bead flow cytometry. Guanine nucleotide-binding protein G(o) subunit alpha (Homo sapiens), P09471. actives lie on both sides. response (percent of control binding), % at 10 µM. 220,000 compounds, 0.34% hits; in the data active means response below about 60% or above about 140%; inactive means in between;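 further: Galphao activated as the GDP aluminium fluoride complex binding bead-coupled RGS8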
# GSH fluor: compound fluorescence on glutathione beads, profiling panel, artefact control, biophysical, 488/530 nm, flow cytometry | GSH beads flow cytometry, compound fluorescence 488/530 nm; stronger effect = higher value | fluorescence (KMESF) at 10 µM | 190,000 compounds, 0.25% hits | AID 1776, 2009; in the data active means fluorescence above about 89;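 further: glutathione beads carrying GST-tagged Bcl family fusion proteins plus one bare bead set; values are compound well signal with DMSO vehicle wells as background; inactives centre near 16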
# Bim-Mcl-1: inhibitors of Bim peptide binding to Mcl-1, primary screen, biochemical, bead-based flow cytometry, multiplex; inhibition, % at 10 µM; 190,000 compounds, 0.1% hits; Induced myeloid leukemia cell differentiation protein Mcl-1 (Homo sapiens), Q07820; Bim peptide-Mcl-1 binding; AID 1009, 2008; in the data active means inhibition above about 40%;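 further: 0% = no compound tracer wells and 100% = peptide blocker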
# Pf gamet viab: late stage P. falciparum gametocyte viability inhibitors, primary screen, ATP luminescence, HTS | inhibition, % at 10.9 µM | P. falciparum stage V gametocytes, 24 h | 150,000 compounds, 0.065% hits | AID 743093, 2013;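 active means inhibition above the mean plus 3 SD of compounds within the control limits, set per campaign, cut at about 38% in these data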;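 further: 0% = DMSO wells and 100% = medium only without gametocytes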
# Mcl1-Noxa inh: Mcl-1/Noxa binding inhibitors, primary screen, biochemical, TR-FRET, 1536-well. 220,000 compounds, 1.5% hits. Induced myeloid leukemia cell differentiation protein Mcl-1 (Homo sapiens), Q07820. inhibition, % at 21.7 µM. TR-FRET Mcl-1/Noxa peptide binding, 2 h;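 active means compounds that cut the protein-peptide binding signal by more than 50% relative to plate controls in a single-dose test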;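 further: His-tagged Mcl-1 with rhodamine Noxa BH3 peptide and terbium anti-His antibody; 0% = Mcl-1 plus Noxa peptide wells and 100% = peptide-only wells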
# Avidin bead fluor: green autofluorescence of compounds with avidin beads – biophysical, 488/530 nm, flow cytometry, artefact control, profiling panel | fluorescence (KMESF) at 10 µM | 220,000 compounds, 0.38% hits | AID 1775, 2009 | compound fluorescence 488/530 nm; stronger effect = higher value; in the data active means fluorescence above about 47; further: inactives centre near 10
# Mcl1 Bid PPI: Mcl-1/Bid binding inhibitors, primary screen, biochemical, TR-FRET, 1536-well; Induced myeloid leukemia cell differentiation protein Mcl-1 (Homo sapiens), Q07820; TR-FRET Mcl-1/Bid-Dy647 peptide binding; inhibition, % at 21.7 µM; 220,000 compounds, 0.97% hits; AID 1021, 2008;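 active means compounds that cut the binding signal by more than half at the single screening dose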;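 further: His-tagged Mcl-1 with europium anti-His antibody binding Bid BH3 peptide; 0% = Mcl-1 plus peptide wells and 100% = peptide-only wells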
# RGS7-Gao reg: RGS7-Galphao binding modulators, primary screen, biochemical, multiplexed bead flow cytometry; Guanine nucleotide-binding protein G(o) subunit alpha (Homo sapiens), P09471; actives lie on both sides; binding response (% of control), % at 10 µM; 220,000 compounds, 0.35% hits; AID 1439, 2008; in the data active means binding response below about 49% or above about 150%; inconclusive means no clear call, values can overlap the other calls; inactive means in between;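 further: fluorescent Galphao held in activated GDP-AlF4 state binding bead-coupled RGS7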
# ABCB1 block: ABCB1 efflux pump inhibitors, primary screen, cell-based, multiplex, flow cytometry, ABCG2 counter-screen; inhibition, % at 6.6 µM; CCRF-Adr cells, JC-1 efflux; ATP-dependent translocase ABCB1 (Homo sapiens), P08183; 190,000 compounds, 0.067% hits; AID 1326, 2008; in the data active means inhibition above about 40%;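 further: 0% = vehicle and 100% = reference inhibitor; higher value means more JC-1 retained so stronger ABCB1 efflux block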
# The depositor's hits bear a star; ? = inconclusive; / = not tested or not shown; [ ] = remark or other dose.
# The opening 10 compounds (preview)
(1) O=C(Oc1ccc(-c2nccc(-c3ccccn3)n2)cc1)c1cccc(C(F)(F)F)c1
(2) Cc1csc(NC(=O)c2ccc(S(=O)(=O)N(C)c3ccccc3)cc2)n1
(3) Cc1ccc(S(=O)(=O)c2c(N)n(CC3CCOC3)c3nc4ccccc4nc23)cc1 (stereo unspecified)
(4) O=C(O)Cc1ccc(OCc2ccc(Cl)nc2)cc1
(5) O=C(N/N=C/c1ccc(N2CCOCC2)cc1)c1cccs1
(6) Cc1cc(C(=O)N/N=C2\CCCC(C)C2)n[nH]1 (stereo unspecified)
(7) CCOc1ccccc1-c1nc(-c2ccc(NC(=O)Cc3ccccc3OC)cc2)no1
(8) N#CC/C(N)=N/NC(=O)CCCNc1ncc(C(F)(F)F)cc1Cl
(9) Nc1c(-c2ccc(Cl)cc2)cnn1-c1cccc(C(F)(F)F)c1
(10) CCC1CCCCN1Cc1ccc(OC)c(C)c1C (stereo unspecified)
screen / no.	1	2	3	4	5	6	7	8	9	10
RGS4-Gao reg	102	94	97	99	100	100	102	97	99	99
ABCG2 block	1	0	/	2	-1	0	-1	0	19	3
RGS8-Gao	101	98	102	99	101	100	102	97	102	101
GSH fluor	16	15	16	25	15	24	16	14	20	44
Bim-Mcl-1	-2	-4	2	-1	-2	-3	-3	1	0	-3
Pf gamet viab	3	10	/	-11	-19	19	-10	-4	/	/
Mcl1-Noxa inh	-10	-11	11	2	6	1	-8	16	6	25
Avidin bead fluor	34	4	5	9	12	11	45	6	8	12
Mcl1 Bid PPI	5	-69	16	-12	-20	-10	-14	-18	-17	26
RGS7-Gao reg	98	96	102	99	101	97	104	96	100	97
ABCB1 block	0.0	0.0	/	-0.3	-2.3	-0.2	-0.3	0.7	0.5	0.7

# Results, previewed entries included:
(1) O=C(Oc1ccc(-c2nccc(-c3ccccn3)n2)cc1)c1cccc(C(F)(F)F)c1
(2) Cc1csc(NC(=O)c2ccc(S(=O)(=O)N(C)c3ccccc3)cc2)n1
(3) Cc1ccc(S(=O)(=O)c2c(N)n(CC3CCOC3)c3nc4ccccc4nc23)cc1 (stereo unspecified)
(4) O=C(O)Cc1ccc(OCc2ccc(Cl)nc2)cc1
(5) O=C(N/N=C/c1ccc(N2CCOCC2)cc1)c1cccs1
(6) Cc1cc(C(=O)N/N=C2\CCCC(C)C2)n[nH]1 (stereo unspecified)
(7) CCOc1ccccc1-c1nc(-c2ccc(NC(=O)Cc3ccccc3OC)cc2)no1
(8) N#CC/C(N)=N/NC(=O)CCCNc1ncc(C(F)(F)F)cc1Cl
screen / no.	1	2	3	4	5	6	7	8
RGS4-Gao reg	102	94	97	99	100	100	102	97
ABCG2 block	1	0	/	2	-1	0	-1	0
RGS8-Gao	101	98	102	99	101	100	102	97
GSH fluor	16	15	16	25	15	24	16	14
Bim-Mcl-1	-2	-4	2	-1	-2	-3	-3	1
Pf gamet viab	3	10	/	-11	-19	19	-10	-4
Mcl1-Noxa inh	-10	-11	11	2	6	1	-8	16
Avidin bead fluor	34	4	5	9	12	11	45	6
Mcl1 Bid PPI	5	-69	16	-12	-20	-10	-14	-18
RGS7-Gao reg	98	96	102	99	101	97	104	96
ABCB1 block	0.0	0.0	/	-0.3	-2.3	-0.2	-0.3	0.7

(9) Nc1c(-c2ccc(Cl)cc2)cnn1-c1cccc(C(F)(F)F)c1
(10) CCC1CCCCN1Cc1ccc(OC)c(C)c1C (stereo unspecified)
(11) Cc1cccc2c1-c1sc(C(=O)Nc3nccs3)cc1CO2
(12) Cc1ccc([N+](=O)[O-])cc1NC(=O)c1ccc(C(C)(C)C)cc1
(13) CCOC(=O)CN(Cc1sccc1C)C(=O)Nc1ccc(OC)cc1OC
(14) COc1ccc(C2CC(c3cccc(OC)c3)n3nc(N)nc3N2)cc1 (stereo unspecified)
(15) COc1ccc(N2C(=O)c3cccc4cccc(c34)C2=O)nn1
(16) Cc1ccc(S(=O)(=O)/N=C(/Nc2ccc3[nH]c(=O)[nH]c3c2)c2ccc(F)cc2)cc1
screen / no.	9	10	11	12	13	14	15	16
RGS4-Gao reg	99	99	88	97	102	89	97	104
ABCG2 block	19	3	-3	3	4	-2	9	3
RGS8-Gao	102	101	86	100	99	96	99	99
GSH fluor	20	44	16	7	13	18	15	14
Bim-Mcl-1	0	-3	15	1	-4	0	3	2
Pf gamet viab	/	/	/	-4	-6	/	/	-8
Mcl1-Noxa inh	6	25	22	13	2	6	-4	14
Avidin bead fluor	8	12	4	8	13	10	12	37
Mcl1 Bid PPI	-17	26	-9	-18	-7	-25	-6	-12
RGS7-Gao reg	100	97	84	95	102	110	97	152*[activator]
ABCB1 block	0.5	0.7	-1.6	0.2	1.3	-2.2	1.0	0.8

(17) CCOC(=O)c1ccc(NC(=O)c2cnccn2)cc1
(18) CCOC(=O)C1(Cc2ccccc2Cl)CCN(C(=O)CCn2ccnc2C)CC1
(19) O=S(=O)(/N=C(/Nc1ccc(Cl)cc1Cl)c1ccccc1)c1cccs1
(20) COc1ccc(-c2nnc(SCc3cc(C)cc(C)c3)o2)cc1
(21) O=C(CCS(=O)(=O)c1ccccc1)Nc1nc(-c2ccc(F)cc2)cs1
(22) COC(=O)c1[nH]c2cc(C)ccc2c1NC(=O)CN1CCOCC1
(23) COC(=O)c1ccc(NC(=O)CSc2nnc(C(C)NC(=O)c3ccccc3Cl)n2C)cc1 (stereo unspecified)
(24) COc1ccc(Br)cc1/C=C/C(=O)NC(=S)Nc1ccc(Cl)c(C(=O)O)c1
screen / no.	17	18	19	20	21	22	23	24
RGS4-Gao reg	101	102	100	105	101	106	98	92
ABCG2 block	4	1	0	4	/	/	2	-1
RGS8-Gao	102	100	101	103	101	100	103	92
GSH fluor	24	16	15	38	/	/	11	12
Bim-Mcl-1	-2	0	-3	-2	/	/	-3	-4
Pf gamet viab	/	-2	-4	/	-2	5	-26	7
Mcl1-Noxa inh	-4	5	4	-6	2	-2	-1	17
Avidin bead fluor	11	9	0	14	8	6	9	18
Mcl1 Bid PPI	-20	-3	-10	-28	-2	-49	-21	-1
RGS7-Gao reg	95	102	108	103	?	?	98	94
ABCB1 block	0.7	-2.3	0.5	0.8	/	/	0.4	-0.3

(25) O=C1NC(=O)/C(=C\c2ccc(OCc3cnc(Cl)s3)cc2)S1
(26) CC(C)Oc1ccc(CNC(=O)Cn2c(=O)oc3ccccc32)cc1
(27) CCCn1c(SCC(N)=O)nnc1-c1ccco1
(28) COc1ccc(-c2noc(CCC(=O)NCC3CCCO3)n2)cc1 (stereo unspecified)
(29) CC(C)(C)n1ncc2c(=O)n(CC(=O)c3ccccc3)cnc21
(30) CCCN(CCC)S(=O)(=O)c1ccc(C(=O)Nc2nc(-c3ccccc3)c(C(=O)OCC)s2)cc1
(31) O=C(NCCCN1CCOCC1)c1cc(-c2ccc(O)cc2)on1
(32) C=Cc1ccc2c(c1)N(C)C(=C)S2
screen / no.	25	26	27	28	29	30	31	32
RGS4-Gao reg	99	100	101	111	98	101	99	99
ABCG2 block	16	0	16	/	4	0	2	-2
RGS8-Gao	97	100	101	100	99	103	98	97
GSH fluor	12	22	25	/	22	12	22	14
Bim-Mcl-1	2	0	-2	/	0	-3	1	-4
Pf gamet viab	/	/	/	-1	/	-11	/	5
Mcl1-Noxa inh	25	-5	-16	-3	2	-159	19	14
Avidin bead fluor	10	9	33	18	20	14	8	8
Mcl1 Bid PPI	-30	-17	2	-1	9	-14	-36	-59
RGS7-Gao reg	97	102	98	?	100	103	92	?
ABCB1 block	0.1	0.2	1.5	/	-0.1	0.0	0.3	-0.1

(33) COc1cc(C(=O)N2CCC(n3cnc4cc(F)ccc43)CC2)cc(OC)c1OC
(34) Cc1ccc(C(=O)Nc2nnc(NC(=S)Nc3ccccc3)s2)cc1
(35) Oc1ccc(N2CCN(C(=S)NCCc3ccccc3)CC2)cc1
(36) CCCCC1(CCCC)NC(=S)N(Nc2ccc(C)cc2)C1=O
(37) Cc1oc2c(C)c(O)ccc2c(=O)c1N1C(=O)c2ccccc2C1=O
(38) COc1cccc(NC(=O)COC(=O)c2ccc(F)cc2F)c1
(39) CCCCOc1ccc(N2C(=O)CC(N(CCc3ccccc3)C(=O)/C=C/C(=O)O)C2=O)cc1 (stereo unspecified)
(40) O=C1NC(=S)S/C1=C1\Sc2ccccc2N1CCCS(=O)(=O)O
screen / no.	33	34	35	36	37	38	39	40
RGS4-Gao reg	93	95	100	146	102	103	100	91
ABCG2 block	22	-6	19	1	-2	6	0	-15
RGS8-Gao	93	101	97	115	99	98	101	80
GSH fluor	16	24	16	10	5	11	10	24
Bim-Mcl-1	0	-3	3	2	-3	-2	-2	-5
Pf gamet viab	36	-1	/	/	10	-5	/	-12
Mcl1-Noxa inh	14	-27	36	-52	-6	6	-1	74*
Avidin bead fluor	7	5	7	12	2	0	8	15
Mcl1 Bid PPI	-27	-28	-29	-91	-33	-3	-11	5
RGS7-Gao reg	90	96	101	127	101	99	98	89
ABCB1 block	-0.7	-2.9	0.9	0.3	0.8	0.3	-0.1	-2.1

(41) COc1ccc(CN(C)CC(=O)NC(=O)NCc2ccccc2)cc1OC
(42) Cc1cc(C)c2c(c1)cc(C)c1nnc(SCC(=O)Nc3ccc(S(=O)(=O)N4CCCCC4)cc3)n12
(43) Cn1ccnc1C(=O)c1cc(=O)c2ccccc2o1
(44) O=C(COc1ccc(Cl)cc1Cl)Nc1noc2ccccc12
(45) CCOc1ccc(C(C#N)N2CCOCC2)cc1OC (stereo unspecified)
screen / no.	41	42	43	44	45
RGS4-Gao reg	104	101	99	103	102
ABCG2 block	2	7	-1	6	3
RGS8-Gao	100	103	98	102	104
GSH fluor	16	15	26	25	39
Bim-Mcl-1	-1	-6	5	1	-4
Pf gamet viab	15	-5	/	/	/
Mcl1-Noxa inh	3	-55	7	-6	6
Avidin bead fluor	16	16	3	27	13
Mcl1 Bid PPI	-7	-6	-25	-4	-25
RGS7-Gao reg	99	99	99	97	102
ABCB1 block	0.6	2.7	-0.2	0.4	0.5
